Screening results deposited in PubChem BioAssay by several laboratories.
RBBP9 inh: blocks human serine hydrolase RBBP9; O75884; recombinant RBBP9, FP-Rh probe fluorescence polarization; inhibition, % at 7.94 µM; actives 0.2% (n = 220,000); AID 1515;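 active = inhibition above the campaign mean of all tested compounds plus 3 SD, cut at about 14% in these data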;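 note: plate controls were DMSO wells with RBBP9 for no effect and wells lacking RBBP9 protein for full effect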
Target sequence (O75884 whole entry, looked up): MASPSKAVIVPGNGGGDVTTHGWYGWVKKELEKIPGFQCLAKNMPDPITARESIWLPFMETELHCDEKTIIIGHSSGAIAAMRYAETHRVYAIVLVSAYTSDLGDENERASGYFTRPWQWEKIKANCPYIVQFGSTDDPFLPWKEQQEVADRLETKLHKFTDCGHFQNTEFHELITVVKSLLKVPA
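System: RBBP9 protein | Quantity: 2.5 µM RBBP9 dispensing solution, before mixing | Reagent: FP-Rh probe, 375 nM dispensing solution | Timing: Enzyme-compound preincubation 30 min, then probe labeling 45 min, 25 °C | Measured by: Fluorescence polarization | Read-out: % inhibition | Replication: One well per compound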
EBV gp42 block: blocks Epstein-Barr virus glycoprotein 42 binding; Fluorescence polarization binding assay, mP read-out; Q1HVG2; inhibition, % (tested at 21.74 µM); actives 0.42% (n = 220,000); in the data active = inhibition above about 50%
Target sequence (Q1HVG2 whole entry, looked up): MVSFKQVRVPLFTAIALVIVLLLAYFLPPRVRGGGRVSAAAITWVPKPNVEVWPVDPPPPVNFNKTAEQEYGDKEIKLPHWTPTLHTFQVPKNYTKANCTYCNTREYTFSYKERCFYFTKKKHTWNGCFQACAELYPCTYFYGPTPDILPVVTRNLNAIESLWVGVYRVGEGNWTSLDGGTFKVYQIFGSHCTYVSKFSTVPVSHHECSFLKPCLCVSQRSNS
Furin inh: blocks human furin protease activity; P09958; purified furin, fluorogenic substrate cleavage; inhibition, % at 30 µM; actives 0.061% (n = 220,000); in the data active = inhibition above about 25%; note: inactives centre near -15
p97 ATPase inh: human p97 ATPase inhibition; P55072; recombinant p97 ATPase, Kinase-Glo ATP luminescence, 3 h; inhibition, % at 8 µM; actives 0.42% (n = 220,000); AID 1481; in the data active = inhibition above about 15%;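 note: 0% = DMSO vehicle and 100% = wells lacking enzyme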
Runt-SMMHC FRET: Runt domain-CBFb-SMMHC interaction inhibition; inhibition, % at 20 µM; Cerulean-Runt/Venus-CBFb-SMMHC FRET ratio 530/480, 1 h; AID 1434; Q01196+Q13951; actives 0.74% (n = 220,000);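 active = mean inhibition across duplicate retests at 20 µM reaching about 50%, limit read from the data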;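 note: 0% = DMSO wells and 100% = wells with excess untagged CBFb-SMMHC; inhibitors lower the FRET ratio by blocking Runt binding to CBFb-SMMHC; some results filed as inactive read as strong as hits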
Target sequence (Q01196 whole entry, looked up, the tested form may be a part): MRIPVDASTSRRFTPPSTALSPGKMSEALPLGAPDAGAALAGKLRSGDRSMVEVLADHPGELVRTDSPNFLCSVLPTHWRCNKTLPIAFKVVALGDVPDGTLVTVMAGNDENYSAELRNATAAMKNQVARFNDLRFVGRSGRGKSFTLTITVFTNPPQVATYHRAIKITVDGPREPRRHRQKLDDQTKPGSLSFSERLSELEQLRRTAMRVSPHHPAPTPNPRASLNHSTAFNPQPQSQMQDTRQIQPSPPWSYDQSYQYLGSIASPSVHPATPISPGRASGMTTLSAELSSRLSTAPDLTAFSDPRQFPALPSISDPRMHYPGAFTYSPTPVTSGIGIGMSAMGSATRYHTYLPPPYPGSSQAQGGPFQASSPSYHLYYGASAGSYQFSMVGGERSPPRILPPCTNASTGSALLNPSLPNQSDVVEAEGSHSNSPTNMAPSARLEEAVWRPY
Target sequence (Q13951 whole entry, looked up, the tested form may be a part): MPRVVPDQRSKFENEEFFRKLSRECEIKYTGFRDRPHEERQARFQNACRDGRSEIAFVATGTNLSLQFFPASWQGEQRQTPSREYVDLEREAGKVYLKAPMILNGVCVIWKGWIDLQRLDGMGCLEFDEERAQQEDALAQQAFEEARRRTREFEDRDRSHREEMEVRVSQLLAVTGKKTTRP
Tb hexokinase: T. brucei hexokinase 1 inhibition; recombinant TbHK1, G6PDH-coupled NADH A340; inhibition, % at 10 µM; actives 0.11% (n = 220,000); AID 1430;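 active = inhibition of 50% or more in the single-dose primary screen; inactive = inhibition below 50%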
Runt-CBFb FRET: inhibitors of human RUNX1 Runt domain binding to CBFb; Q01196+Q13951; Cerulean-Runt/Venus-CBFb FRET ratio 530/480, 1 h; inhibition, % at 20 µM; actives 0.46% (n = 220,000); AID 1496;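 active = inhibition over about 50% at 20 µM in the single-dose screen, limit read from the data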;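 note: 0% = DMSO wells and 100% = excess unlabeled CBFb competitor control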
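Reagent – Venus-CBFb binding partner, 100 nM · Assay system – Cerulean-tagged RUNX1 Runt domain (FRET donor) fusion protein · Input – 100 nM per protein · Incubation – two 1 h room-temperature incubations shielded from light · Measured by – FRET fluorescence · Medium – Tris buffer pH 7.5 with salts and BSA · Benchmarks – unlabeled CBFb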
p47phox inh: inhibitors of human p47phox binding. actives 0.53% (n = 220,000). inhibition, % at 24.7 µM. p47phox/p22phox peptide binding, fluorescence polarization, 2 h. P14598. AID 1274;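 active = inhibition above about 30%, limit read from the data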;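 note: 0% = p47phox with labelled peptide and 100% = labelled peptide alone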
m-calpain inh: inhibitors of pig calpain II | purified calpain II, fluorogenic peptide substrate, 30 min | inhibition, % at 16 µM | actives 0.37% (n = 220,000);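 active = inhibition above about 50%, limit read from the data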
An asterisk follows results filed as active; [ ] = remark or other dose. The order is random (roughly 2.7% active in at least one column).

Results for COc1cccc(N2CCN(CC(=O)NC3=Nc4ccccc4N=C(C)C3c3ccccc3)CC2)c1 (stereo not drawn) ?
RBBP9 inh: -6.8; EBV gp42 block: 8.9; Furin inh: -13.1; p97 ATPase inh: -1.5; Runt-SMMHC FRET: -1.1; Tb hexokinase: -1.9; Runt-CBFb FRET: -0.8; p47phox inh: -25.0; m-calpain inh: -4.7

What do the screens show for `COc1ccc(NC(=O)CCc2c(C)nc3nc(C)nn3c2C)cc1`?
RBBP9 inh: -7.8; EBV gp42 block: -18.7; Furin inh: -9.0[20 µM]; p97 ATPase inh: -1.6; Runt-SMMHC FRET: 2.4; Tb hexokinase: -2.8; Runt-CBFb FRET: -0.9; p47phox inh: 4.3; m-calpain inh: 16.7

How did O=C(NCc1ccccn1)c1ccc(Cl)cc1Cl do in these assays?
RBBP9 inh: -5.4; EBV gp42 block: -21.3; Furin inh: -6.1[20 µM]; p97 ATPase inh: -1.8; Runt-SMMHC FRET: 1.1; Tb hexokinase: -3.0; Runt-CBFb FRET: -0.4; p47phox inh: -9.9; m-calpain inh: -21.6

How did CC(C)c1ccc(NC(=O)Cn2cccc2C2=NC(c3ccccc3)CO2)cc1 (stereo not drawn) do in these assays?
RBBP9 inh: 6.0; EBV gp42 block: 3.9; Furin inh: -19.1; p97 ATPase inh: -0.1; Runt-SMMHC FRET: -3.4; Tb hexokinase: 34.7; Runt-CBFb FRET: -1.9; p47phox inh: -1.6; m-calpain inh: 23.6

What do the screens show for `O=C(CSCc1c(Cl)cccc1Cl)N1CCOCC1`?
RBBP9 inh: 1.8; EBV gp42 block: -18.0; Furin inh: -36.1; p97 ATPase inh: 4.0; Runt-SMMHC FRET: 2.8; Tb hexokinase: -4.2; Runt-CBFb FRET: 1.1; p47phox inh: 3.9; m-calpain inh: 13.9

Results for Cc1ccccc1Nc1cc(C)c2c(O)cccc2n1 ?
RBBP9 inh: -5.5; EBV gp42 block: 5.5; Furin inh: -5.4; p97 ATPase inh: 8.1; Runt-SMMHC FRET: 4.1; Tb hexokinase: -6.8; Runt-CBFb FRET: 2.3; p47phox inh: -23.9; m-calpain inh: -10.6

How did CCOc1ccccc1-n1c(SCC(=O)N2CCCc3ccccc32)nnc1-c1cccnc1 do in these assays?
RBBP9 inh: -11.3; EBV gp42 block: -15.8; Furin inh: -10.6; p97 ATPase inh: -1.3; Runt-SMMHC FRET: 2.7; Tb hexokinase: 0.5; Runt-CBFb FRET: -0.5; p47phox inh: 1.1; m-calpain inh: 10.8

How did Cc1nn(Cc2ccccc2)c(C)c1N do in these assays?
RBBP9 inh: -0.1; EBV gp42 block: 4.4; Furin inh: -6.1; p97 ATPase inh: 1.3; Runt-SMMHC FRET: -2.2; Tb hexokinase: -3.1; Runt-CBFb FRET: -2.2; p47phox inh: 2.5; m-calpain inh: -5.6

What do the screens show for `CN1CCN(CC(=O)Nc2nc(-c3c[nH]c4ccccc34)cs2)CC1`?
RBBP9 inh: 6.4; EBV gp42 block: -6.3; Furin inh: -20.7; p97 ATPase inh: 0.4; Runt-SMMHC FRET: -0.3; Tb hexokinase: -0.8; Runt-CBFb FRET: 4.5; m-calpain inh: -8.2

Results for O=C(c1ccc(F)cc1)N1CCN(c2cnn(-c3ccccc3)c(=O)c2Cl)CC1 ?
RBBP9 inh: -3.2; EBV gp42 block: -11.6; Furin inh: -11.1; p97 ATPase inh: -1.6; Runt-SMMHC FRET: 0.5; Tb hexokinase: 0.8; Runt-CBFb FRET: 1.0; p47phox inh: 0.7; m-calpain inh: 28.2

What do the screens show for `CC(=O)C1=C(O)CC(c2ccccc2)CC1=NCCc1ccccc1` (stereo not drawn)?
RBBP9 inh: -6.6; EBV gp42 block: -3.5; Furin inh: -19.0; p97 ATPase inh: 0.2; Runt-SMMHC FRET: -5.3; Tb hexokinase: -0.4; Runt-CBFb FRET: -1.2; p47phox inh: -7.5; m-calpain inh: 16.6

Results for COc1ccc(-c2nc(CS(=O)CC(=O)N3CCc4ccccc4C3)c(C)o2)cc1 (stereo not drawn) ?
RBBP9 inh: -11.6; EBV gp42 block: -1.2; Furin inh: -11.7; p97 ATPase inh: -7.3; Runt-SMMHC FRET: 4.4; Tb hexokinase: -10.7; Runt-CBFb FRET: 0.0; p47phox inh: -1.4; m-calpain inh: -30.8

What do the screens show for `CSc1nnc(NC(=O)c2cc3ccccc3oc2=O)s1`?
RBBP9 inh: -6.2; EBV gp42 block: -16.1; Furin inh: -22.6; p97 ATPase inh: -2.6; Runt-SMMHC FRET: 0.9; Tb hexokinase: -5.1; Runt-CBFb FRET: 2.0; p47phox inh: -0.7; m-calpain inh: -1.0

What do the screens show for `CC(C)CCN1C(=O)c2ccc(C(=O)Nc3c[nH]c(=O)[nH]c3=O)cc2C1=O`?
RBBP9 inh: -5.2; EBV gp42 block: -3.8; Furin inh: -16.7; p97 ATPase inh: 1.4; Runt-SMMHC FRET: -5.6; Tb hexokinase: -2.2; Runt-CBFb FRET: -3.0; p47phox inh: -0.2; m-calpain inh: -40.7

What do the screens show for `O=C(N/N=C/c1cccnc1)c1ccc(S(=O)(=O)N2CCCCCC2)cc1`?
RBBP9 inh: -9.9; EBV gp42 block: -5.2; Furin inh: -19.6; p97 ATPase inh: -3.6; Runt-SMMHC FRET: -1.6; Tb hexokinase: -13.6; Runt-CBFb FRET: -0.7; p47phox inh: -3.2; m-calpain inh: -68.3

Results for CC1Cc2ccccc2N1C(=O)C1CCCN1S(=O)(=O)c1ccc(Cl)cc1 (stereo not drawn) ?
RBBP9 inh: -5.5; EBV gp42 block: -27.9; Furin inh: -14.2; p97 ATPase inh: 4.4; Runt-SMMHC FRET: 0.6; Tb hexokinase: -2.5; Runt-CBFb FRET: -0.3; p47phox inh: -4.3; m-calpain inh: -17.6

Results for CCOC(=O)/C(C#N)=C1/C=CN(C)C(C)=N1 ?
RBBP9 inh: -4.8; EBV gp42 block: -18.0; Furin inh: 11.7; p97 ATPase inh: 4.9; Runt-SMMHC FRET: -5.9; Tb hexokinase: -57.8; Runt-CBFb FRET: -1.0; p47phox inh: -13.6; m-calpain inh: 16.8

Results for Cn1nc(C(=O)Nc2ccc(S(=O)(=O)NCc3ccco3)cc2)c2ccccc2c1=O ?
RBBP9 inh: -13.6; EBV gp42 block: -21.9; Furin inh: -14.8; p97 ATPase inh: -0.6; Runt-SMMHC FRET: -3.5; Tb hexokinase: -1.9; Runt-CBFb FRET: -0.1; p47phox inh: -12.8; m-calpain inh: -9.3

What do the screens show for `COc1ccc(-c2noc(CCCC(=O)Nc3ccc(C(N)=O)cc3)n2)cc1`?
RBBP9 inh: -4.9; EBV gp42 block: -5.2; Furin inh: -19.3[20 µM]; p97 ATPase inh: 2.7; Runt-SMMHC FRET: 3.8; Tb hexokinase: -1.9; Runt-CBFb FRET: -1.7; p47phox inh: -0.6; m-calpain inh: -24.6

Results for Cc1onc(-c2ccccc2Cl)c1C(=O)Nc1nnc(-c2ccc(F)cc2)s1 ?
RBBP9 inh: -1.8; EBV gp42 block: -1.6; Furin inh: -24.1; p97 ATPase inh: 3.9; Runt-SMMHC FRET: 2.4; Tb hexokinase: -17.8; Runt-CBFb FRET: -1.1; p47phox inh: -9.1; m-calpain inh: -34.4

What do the screens show for `O=C1CCC(C(=O)OCC(=O)N2N=C3/C(=C/c4ccccc4)CCCC3C2c2ccccc2)N1` (stereo not drawn)?
RBBP9 inh: -17.4; EBV gp42 block: -16.9; Furin inh: 3.6[20 µM]; p97 ATPase inh: -9.6; Runt-SMMHC FRET: 0.4; Tb hexokinase: -6.7; Runt-CBFb FRET: -3.3; p47phox inh: -14.0; m-calpain inh: -28.6

Results for O=C(C1CC1c1ccccc1)N1CCN(c2cccc(Cl)c2)CC1 (stereo not drawn) ?
RBBP9 inh: 4.5; EBV gp42 block: 6.8; Furin inh: -14.8; p97 ATPase inh: -6.7; Runt-SMMHC FRET: -0.5; Tb hexokinase: 6.4; Runt-CBFb FRET: -1.8; p47phox inh: -54.3; m-calpain inh: 29.1

Results for COc1ccc(NC(=S)SC)cc1OC ?
RBBP9 inh: 1.3; EBV gp42 block: -25.3; Furin inh: -5.5; p97 ATPase inh: 2.9; Runt-SMMHC FRET: -3.6; Tb hexokinase: 26.6; Runt-CBFb FRET: 5.4; p47phox inh: -0.9; m-calpain inh: 19.3

Results for Cc1cc(NC(=O)CSc2nc(C3CC3)nc3sc(C)c(C)c23)no1 ?
RBBP9 inh: 4.3; EBV gp42 block: -11.4; Furin inh: -11.8[20 µM]; p97 ATPase inh: 3.6; Runt-SMMHC FRET: 2.9; Tb hexokinase: -14.5; Runt-CBFb FRET: -0.7; p47phox inh: -3.2; m-calpain inh: -9.7

What do the screens show for `COc1ccc(NC(=O)c2cc(-c3cccnc3)nc3c(C)c(C)ccc23)c(OC)c1`?
RBBP9 inh: 0.0; EBV gp42 block: -1.8; Furin inh: -3.9[20 µM]; p97 ATPase inh: -4.3; Runt-SMMHC FRET: -7.5; Tb hexokinase: -16.5; Runt-CBFb FRET: -4.1; p47phox inh: 18.3; m-calpain inh: -66.7

How did O=S(=O)(c1ccccc1)N1CCN(Cc2ccccc2C(F)(F)F)CC1 do in these assays?
RBBP9 inh: 1.6; EBV gp42 block: -1.4; Furin inh: -24.9[20 µM]; p97 ATPase inh: -3.1; Runt-SMMHC FRET: -1.5; Tb hexokinase: 11.9; Runt-CBFb FRET: -2.9; p47phox inh: -5.1; m-calpain inh: -33.7

Results for Cc1nn(Cc2ccccc2)c(Cl)c1C(=O)OCC#N ?
RBBP9 inh: -8.0; EBV gp42 block: -12.0; Furin inh: -23.7; p97 ATPase inh: -0.5; Runt-SMMHC FRET: 0.1; Tb hexokinase: -1.8; Runt-CBFb FRET: -0.6; p47phox inh: -7.2; m-calpain inh: 21.0

How did O=C(Nc1ccc(F)cc1)C1C(c2ccccc2)C1(Cl)Cl (stereo not drawn) do in these assays?
RBBP9 inh: 2.2; EBV gp42 block: 5.3; Furin inh: -22.3; p97 ATPase inh: 40.9*; Runt-SMMHC FRET: 3.5; Tb hexokinase: 7.4; Runt-CBFb FRET: 1.4; p47phox inh: 11.0; m-calpain inh: 28.9

Results for Cc1nnsc1C(=O)NNC(=O)c1ccc(C(F)(F)F)cc1 ?
RBBP9 inh: -2.3; EBV gp42 block: -15.2; Furin inh: -14.4; p97 ATPase inh: 6.5; Runt-SMMHC FRET: -3.4; Tb hexokinase: -24.6; Runt-CBFb FRET: 1.4; p47phox inh: 2.2; m-calpain inh: 0.5

How did COC(=O)c1onc(-c2c(Cl)cccc2Cl)c1C(=O)OC do in these assays?
RBBP9 inh: -3.7; EBV gp42 block: -8.9; Furin inh: -6.9; p97 ATPase inh: -2.9; Runt-SMMHC FRET: -1.4; Tb hexokinase: 6.2; Runt-CBFb FRET: 0.4; p47phox inh: 46.6*; m-calpain inh: 20.7

Results for CC(C)(C)NC(=O)C(c1ccco1)N(C(=O)Cn1nnc(-c2ccc(F)cc2)n1)c1cccc(F)c1 (stereo not drawn) ?
RBBP9 inh: -8.2; EBV gp42 block: -26.4; Furin inh: -15.0; p97 ATPase inh: -1.1; Runt-SMMHC FRET: 2.8; Tb hexokinase: -3.2; Runt-CBFb FRET: -0.1; p47phox inh: -5.1; m-calpain inh: 16.3
